COUP-TFII inh: NR2F2 transcriptional activity inhibitors, primary screen, cell-based, luciferase reporter, HEK293T, luminescence | COUP transcription factor 2 (Homo sapiens), P24468 | HEK293T NGFI-A luciferase reporter | inhibition, % at 8.6 µM | 0.7% of 370,000 active;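 active = inhibition above a per-plate cutoff, mean inhibition of test wells between control levels plus 3 SD, cut at about 38% in these data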;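 note: cells cotransfected with COUP-TFII expression vector driving the NGFI-A reporter; 0% = median of COUP-TF2 test wells and 100% = reporter-only cells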
MC4R ag barr: MC4R agonists recruiting beta-arrestin, primary screen, cell-based, luminescence, agonist arm of biased-ligand search; Melanocortin receptor 4 (Homo sapiens), P32245; U2OS MC4R beta-arrestin complementation; percent of melanotan II response, DMSO zero; activation, % at 8.9 µM; 0.98% of 360,000 active; AID 540308, 2011;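 active = activation above a per-plate cutoff, the mean activation of sample wells on that plate plus 3 SD, cut at about 8% in these data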
Target sequence (P32245 whole entry, looked up): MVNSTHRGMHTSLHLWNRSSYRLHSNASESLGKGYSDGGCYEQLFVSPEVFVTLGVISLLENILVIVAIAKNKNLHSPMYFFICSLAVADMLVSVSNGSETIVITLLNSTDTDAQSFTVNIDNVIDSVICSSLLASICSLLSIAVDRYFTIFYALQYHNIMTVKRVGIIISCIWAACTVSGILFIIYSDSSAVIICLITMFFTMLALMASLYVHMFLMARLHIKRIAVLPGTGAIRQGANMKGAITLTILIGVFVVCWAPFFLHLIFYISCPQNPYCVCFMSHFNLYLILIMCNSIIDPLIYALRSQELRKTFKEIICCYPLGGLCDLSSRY
SRC2 inh: inhibition of GAL4-SRC2 driven luciferase reporter, primary screen, SRC2 inhibitor project, cell-based, luminescence. 0.17% of 370,000 active. Nuclear receptor coactivator 2 (Homo sapiens), Q15596. HEK293 GAL4-SRC2 luciferase reporter. inhibition, % at 9 µM;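 active = inhibition above the mean inhibition of all tested compounds plus 3 SD, set per campaign, cut at about 52% in these data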;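 note: 0% = DMSO treated cells and 100% = cells given Gossypol at 36 µM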
ABHD5 PLIN5 PPI: ABHD5-PLIN5 interaction inhibitors, primary screen, cell lysate, split luciferase complementation, luminescence; Perilipin-5 (Homo sapiens) + 1-acylglycerol-3-phosphate O-acyltransferase ABHD5 (Homo …; Split G. princeps luciferase complementation, 4 h; inhibition, % at 4 µM; 0.78% of 360,000 active; AID 602281, 2012;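 active = inhibition above the mean inhibition across every tested compound plus 3 SD, cut at about 22% in these data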;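 note: 0% = DMSO only wells and the 100% control is not disclosed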
NCOA3 inh: SRC3 coactivator transcriptional activity inhibitors, primary screen, cell-based, luminescence | HEK293 GAL4-SRC3 luciferase reporter | inhibition, % at 3.6 µM | 0.17% of 360,000 active | AID 588352, 2011;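 active = inhibition above a per-campaign cutoff, the mean of all compounds plus 3 SD, cut at about 60% in these data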;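 note: 0% = DMSO-treated cells and 100% = gossypol-treated cells at 36 µM; higher means less SRC3-driven luciferase light from the GAL4 reporter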
LRH-1 inv ag: LRH-1 (NR5A2) inverse agonists, primary screen, cell-based, luminescence, HEK293T, StAR-luciferase reporter. Nuclear receptor subfamily 5 group A member 2 (Homo sapiens), O00482. LRH-1 transfected, 24 h. inhibition, % at 3.6 µM. 0.13% of 360,000 active;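 active = inhibition above the mean inhibition of all tested compounds plus 3 SD, cut at about 73% in these data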;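 note: 0% = DMSO wells and 100% = reporter-only cells lacking LRH-1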
Target sequence (O00482 whole entry, looked up): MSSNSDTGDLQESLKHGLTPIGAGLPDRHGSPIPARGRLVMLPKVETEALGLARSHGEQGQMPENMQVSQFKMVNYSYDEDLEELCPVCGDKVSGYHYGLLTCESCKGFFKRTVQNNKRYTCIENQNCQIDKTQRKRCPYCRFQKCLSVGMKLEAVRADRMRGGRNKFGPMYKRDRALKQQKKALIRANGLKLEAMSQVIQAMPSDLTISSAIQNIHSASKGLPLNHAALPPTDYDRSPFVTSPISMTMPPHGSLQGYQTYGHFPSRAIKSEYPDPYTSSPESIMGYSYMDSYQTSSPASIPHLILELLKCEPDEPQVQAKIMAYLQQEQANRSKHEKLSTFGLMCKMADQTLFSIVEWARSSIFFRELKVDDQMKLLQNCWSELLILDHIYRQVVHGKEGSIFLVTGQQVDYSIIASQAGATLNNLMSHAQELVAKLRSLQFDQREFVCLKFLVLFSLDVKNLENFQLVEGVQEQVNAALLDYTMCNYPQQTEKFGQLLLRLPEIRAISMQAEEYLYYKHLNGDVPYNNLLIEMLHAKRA
NOD2 RIPK2 PPI: NOD2-RIPK2 binding disruptors in cells, primary screen, fluorescence, CHO cells, BLA complementation. Receptor-interacting serine/threonine-protein kinase 2 (Homo sapiens), O43353. CCF4 ratio. inhibition, % at 4.98 µM. 0.38% of 360,000 active. AID 624267, 2012; in the data active = inhibition above about 21%;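 note: 0% = vehicle only and 100% = reference blocker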
TLR9-MyD88 inh: inhibitors of TLR9-MyD88 association in cells, primary screen, cell-based, CHO, BLA complementation, fluorescence; Toll-like receptor 9 (Homo sapiens) + Myeloid differentiation primary response protein …; CCF4 FRET ratio; 0.21% of 340,000 active; inhibition, % at 4.98 µM;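 active = inhibition above the mean over all tested compounds plus 3 SD, cut at about 21% in these data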;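 note: 0% = DMSO only wells and 100% = clavulanate BLA inhibitor control wells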
MC4R antagonist: MC4R antagonists of cAMP signaling, primary screen, cell-based, TR-FRET, antagonist arm of biased-ligand search; inhibition, % at 6.5 µM; Melanocortin receptor 4 (Homo sapiens), P32245; MC4R-expressing cells, MTII-stimulated cAMP, LANCE TR-FRET; AID 540295, 2011; 0.48% of 360,000 active;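 active = inhibition above its plate's cutoff, the mean of tested wells on that plate plus 3 SD, cut at about 29% in these data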;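 note: 0% = Melanotan II alone and 100% = Melanotan II plus saturating MCL0020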
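Assay system: human MC4R-expressing U2OS cells; reagent: Melanotan II stimulation of cells; dosing: 6.5 µM single dose; timing: compound 30 min, challenge 1 h, detection 1 h; signal: TR-FRET cAMP assay; replicates: one well per compound, no replicates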
SRC1 inh: SRC1 coactivator transcriptional activity inhibitors, primary screen, cell-based, luminescence; 0.12% of 360,000 active; HEK293 GAL4-SRC1 luciferase reporter; inhibition, % at 3.6 µM;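 active = inhibition above the campaign mean plus 3 SD, with each screening campaign given its own cutoff, cut at about 60% in these data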;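 note: 0% = DMSO treated cells and 100% = gossypol at 36 µM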
EBV LMP1 NFkB: EBV LMP1-driven NF-kappaB luciferase reporter inhibitors, primary screen, cell-based, luminescence, single point. LMP1-induced NF-kappaB luciferase reporter cells. AID 504558, 2011. inhibition, % at 12.5 µM. 0.69% of 350,000 active; in the data active = inhibition above about 41%;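 note: 0% = neutral control wells and 100% = reference inhibitor control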
* = called active by the depositor; nt = not tested or not shown. The list is partial. The share of hits here may be higher or lower than overall.

SMILES	COUP-TFII inh	MC4R ag barr	SRC2 inh	ABHD5 PLIN5 PPI	NCOA3 inh	LRH-1 inv ag	NOD2 RIPK2 PPI	TLR9-MyD88 inh	MC4R antagonist	SRC1 inh	EBV LMP1 NFkB
COc1ccccc1NC(=O)NC1(C(=O)NCC2CCCO2)CCCCC1 (stereo not given)	-1	-0.2	13	1	-14	22	3	-6	2	9	-5
CCOC(=O)c1ccc(NC(=O)[C@@H](NC(N)=O)C(C)C)cc1	9	-1.1	0	0	0	3	1	3	7	4	0
CCCN(C)C1CN(Cc2cn(Cc3ccc(C(F)(F)F)cc3)nn2)S(=O)(=O)C1 (stereo not given)	9	nt	-10	-3	nt	-1	-9	nt	nt	nt	nt
C[C@H]1COC(=O)[C@H](CC(=O)OC(C)(C)C)C/C=C\C[C@@H](CC(=O)NCCO)C(=O)N1	13	-0.1	-6	5	17	-2	9	5	-4	13	-3
COC(=O)c1cc(OC)c(OC)cc1NC(=O)c1cc(-c2ccccc2)nc2ccccc12	-12	-1.6	-4	-1	17	-8	3	4	-3	8	-3
Cc1cccc(NC(=O)c2ccc(C3SCC(=O)N3CCc3ccccc3)cc2)c1 (stereo not given)	45*	-0.2	28	-6	6	-9	-12	10	5	10	15
Cc1cc(N2CCOCC2)nc(NCc2ccccc2)n1	-1	0.3	20	0	23	1	-1	2	2	5	23
O=C(NCc1ccc(F)cc1)c1cc(C2CCCN(C(=O)c3ccc4ccccc4c3)C2)on1 (stereo not given)	-17	-0.6	-25	5	7	5	1	nt	4	7	nt
O=S(=O)(c1ccc(N2CCN(Cc3ccccc3)CC2)nc1)N1CCCC1	9	-1.3	-17	-2	-21	13	7	-1	-3	-4	0
O=C(CCn1c(=O)[nH]c2ccccc2c1=O)NCCSCc1ccccc1	-2	0.0	15	1	13	-9	-3	1	11	-8	2
Cc1cccc(-c2nnc(SCC(=O)c3ccc(O)cc3O)n2C)c1	-3	0.2	6	-7	-1	-30	-5	-8	16	-11	-4
O=C(O)CCSc1ccc([N+](=O)[O-])cc1[N+](=O)[O-]	8	-0.4	6	2	4	-3	-1	-4	2	1	6
O=C(N/C(=C/c1ccco1)C(=O)N1CCCCCC1)c1ccccc1	19	-0.8	-6	0	-1	13	-2	-1	4	-1	1
COc1ccc(Cn2cc(CN3CC(N4CCN(C)CC4)CS3(=O)=O)nn2)cc1 (stereo not given)	10	nt	-4	4	nt	-15	-3	nt	nt	nt	nt
COC(=O)Nc1sc(C)nc1-c1ccccc1	8	0.8	-1	-1	4	-3	-3	-1	14	5	-5
Nc1no[n+]([O-])c1-c1ccccc1	3	-2.8	-22	4	-10	-1	-9	-6	5	8	4
O=C(C1=C(O)C(=O)N(Cc2cccnc2)C1c1ccccn1)c1cccs1 (stereo not given)	-1	-2.4	-21	4	7	-16	4	-3	-2	-20	-12
CC1(C(=O)NCC2CC2)Cc2c(-c3ccccc3)ccnc2O1 (stereo not given)	5	-3.0	15	-1	-11	-3	1	nt	3	8	nt
O=C1NC(c2ccncc2)Nc2sc3c(c21)CCCC3 (stereo not given)	1	-0.3	-35	-10	0	-13	-4	-1	5	-9	-4
CCCNC(=O)C1CC(=O)N(c2ccc(OCC(=O)Nc3cc(C)cc(C)c3)cc2)C1 (stereo not given)	4	-0.4	-11	1	14	-11	-6	-1	13	-56	-15
Cc1nc2sc(C(c3cccc(F)c3)N3CCCCC3)c(O)n2n1 (stereo not given)	13	-1.2	0	-2	25	1	-1	0	5	6	2
CC(=O)c1ccc(N2CCN(C(=O)c3ccco3)CC2)c(F)c1	-33	-0.2	-53	4	-62	-68	7	-7	-7	-77	-14
CC1(c2ccccc2)NC(=O)N(Cc2ccc([N+](=O)[O-])cc2)C1=O (stereo not given)	10	-2.8	15	0	3	23	2	-2	19	3	-9
N#Cc1c(-c2ccccc2)cc(-c2ccccc2)nc1SCc1nnc(-c2ccccc2)o1	16	0.2	-40	-4	13	-1	-7	-3	14	-8	-2
CCCN(C(=O)COc1ccc(Cl)cc1Cl)c1c(N)n(Cc2ccccc2)c(=O)[nH]c1=O	-11	0.6	0	1	11	-3	-5	-11	21	-1	-7
SMILES	COUP-TFII inh	MC4R ag barr	SRC2 inh	ABHD5 PLIN5 PPI	NCOA3 inh	LRH-1 inv ag	NOD2 RIPK2 PPI	TLR9-MyD88 inh	MC4R antagonist	SRC1 inh	EBV LMP1 NFkB
Cc1ccc2c(c1)=C(c1sc(N(C)c3ccc(O)cc3)nc1O)C(=O)N=2	-11	1.0	-9	5	-14	2	-9	9	19	-34	2
COCCNC(=O)C(=O)NCC1OCCN1S(=O)(=O)c1cccs1 (stereo not given)	3	-1.6	-14	1	6	2	1	-7	-2	-6	-12
O=C(c1ccc(Br)o1)N1CCN(c2ccc3nnc(-c4ccccc4)n3n2)CC1	11	-0.1	3	6	-21	32	-3	10	14	-13	-3
COc1ccc(-c2nnc(N)s2)cc1	-19	-1.6	-5	-1	-35	-29	-2	6	-5	-32	-9
COC(=O)c1ccsc1NC(=O)CS(=O)(=O)c1ccccc1	-7	-0.2	13	-14	9	-19	7	7	3	8	2
CCOC(=O)c1ccccc1NC1c2ccccc2C(=O)N1c1cc(C)ccn1 (stereo not given)	-8	4.5	6	-9	1	4	-1	-5	4	8	-12
NC(=O)CC(NC(=O)Cc1cccc2ccccc12)c1ccc(NCc2ccccn2)c([N+](=O)[O-])c1 (stereo not given)	-6	-0.3	-8	5	3	-11	-16	-4	10	9	-7
CN(CC(=O)NCc1ccco1)S(=O)(=O)c1ccc(F)cc1	6	1.0	-5	-4	-12	4	-1	-14	3	2	-3
CCN(CC)C(=O)Cn1nnc(-c2ccc(C)o2)n1	-3	0.4	5	6	9	3	-13	-2	8	12	-1
O=C(C1CCCN1S(=O)(=O)c1cccc2nsnc12)N1CCN(c2ccccc2)CC1 (stereo not given)	nt	-3.2	nt	-4	-4	-1	-11	-3	-1	1	2
N#CCN(C(=O)CSc1nnc(C2CC2)n1C1CC1)c1ccccc1	2	0.8	-13	-7	12	11	-10	5	9	11	-14
COc1ccc(NC(=O)CC2CCCCC2)cc1OC	1	0.5	-24	3	-4	-24	-14	3	5	-23	-9
CC(=O)c1cccc(-c2ccc3c(c2)C(C)(Cc2ccc(S(C)(=O)=O)cc2)C(=O)N3)c1 (stereo not given)	-12	-1.1	-42	12	0	20	5	nt	5	-2	nt
Cc1ccc(S(=O)(=O)N(C)CC(=O)NCCCn2ccnc2)cc1	2	-1.5	15	2	10	-12	8	-5	-4	11	3
Cc1ccc(C)c(C(=O)OCC(=O)Nc2cccc(S(=O)(=O)N3CCCCC3)c2)c1	43*	3.1	11	-12	2	2	0	3	10	-2	7
CCN1CC=C2C(C#N)=C(N)C(C#N)(C#N)[C@H](c3ccoc3)[C@H]2C1	nt	0.5	nt	1	3	4	-1	3	7	-16	-5
COc1ccc(CCN2C(=O)c3[nH]nc(-c4ccccc4O)c3C2c2cccc(Cl)c2)cc1 (stereo not given)	4	1.4	13	-4	4	24	8	-7	-8	-12	-2
Cc1ccc(S(=O)(=O)NCCCNS(=O)(=O)c2ccccc2Br)cc1	-1	-0.7	-4	2	-12	-7	-9	-2	-2	3	-2
OC(c1cccc(Cl)c1)c1nc(-c2cnc3ccccc3c2)cs1 (stereo not given)	-15	-0.1	-26	5	-5	-24	2	nt	7	-41	nt
O=C(O/N=C1\C(=O)N(c2ccccc2)c2ccccc21)C1CC1	-9	1.5	12	-3	11	-4	5	21	1	-6	-5
CCC(=O)c1ccc(N2CCN(C(=O)c3cc([N+](=O)[O-])ccc3F)CC2)c(F)c1	9	2.4	0	10	12	-2	-16	-10	-4	23	-11
CC1CCN(c2nc(-c3ccccc3)cc(C(F)(F)F)n2)CC1	-2	-0.2	-8	1	11	16	-5	4	5	-5	-11
Cc1ccc(S(=O)(=O)N2CCOC23CCN(C(=O)c2ccccc2Br)CC3)cc1	5	-1.5	-2	3	22	1	-2	4	10	-11	-4
O=C(N/N=C/c1cc(Br)cs1)c1ccc2c(c1)OCCO2	-12	2.3	-100	0	-72	-99	1	nt	-10	-71	nt
CCOCCCNC(=O)c1cn(CC(C)C)c(=O)c2cc(OC)c(OC)cc12	7	-0.7	-16	-1	-19	-3	-4	2	4	-7	15
SMILES	COUP-TFII inh	MC4R ag barr	SRC2 inh	ABHD5 PLIN5 PPI	NCOA3 inh	LRH-1 inv ag	NOD2 RIPK2 PPI	TLR9-MyD88 inh	MC4R antagonist	SRC1 inh	EBV LMP1 NFkB
Cc1nn(-c2ccccc2)c(Cl)c1/C=N/NC(=O)c1ccccc1NS(=O)(=O)c1cccs1	8	2.6	-28	4	-5	-3	4	13	-5	-4	-28
CC(C)N(C(=O)[C@H]1C[C@H](CC(=O)NCc2cccc(C(F)(F)F)c2)C(=O)N2CCc3c([nH]c4ccc(Cl)cc34)[C@]12C)C(C)C	3	-0.1	-32	4	-26	6	2	4	-4	-9	10
COC(=O)c1sc(NC(=O)c2c(-c3ccccc3)noc2C)nc1C	-4	-0.8	-14	1	14	12	-8	2	12	12	9
Cc1ccc(S(=O)(=O)N2CCN(C(=O)C(O)c3ccccc3)CC2)cc1 (stereo not given)	-20	nt	0	-4	nt	-21	-5	nt	nt	nt	nt
O=C(Nc1c(C(=O)O)oc2ccc(Br)cc12)c1ccccc1	nt	1.6	nt	5	6	-6	-2	-1	6	-16	7
CCCCCC(=O)Nc1ccc(N2CCOCC2)c(S(=O)(=O)Nc2ccc(OC)cc2)c1	-3	-0.9	7	1	4	7	3	-2	3	2	10
Cn1c(C(=O)OC(C(=O)NC(C)(C)C)c2cccnc2)cc2sccc21 (stereo not given)	3	-3.9	1	6	13	-5	-13	0	-9	-2	4
C[C@@H]1COc2cccc(N(C)CCO)c2S(=O)(=O)N1	1	nt	-25	3	nt	6	-5	nt	nt	nt	nt
CC(CCN1CCN(c2ccccc2)CC1)c1ccccc1 (stereo not given)	10	2.4	-7	-2	2	7	-5	-4	1	-2	1
CCOC(=O)CN1C(=O)CCSc2ccc(Cl)cc21	0	-4.0	1	-3	14	13	4	1	-6	6	-4
COc1ccccc1NC(=O)Cn1c(=O)oc2ccccc21	5	6.0	-5	6	10	7	-2	-10	7	12	-3
CC1(C)Cc2c(c(N3CCOCC3)nc3sc(C(N)=O)c(N)c23)CO1	-4	0.2	11	-3	8	19	8	3	16	-14	3
